# High-throughput results from PubChem.
# CAL PDZ FP-1 – inhibitors of human CAL PDZ peptide binding; Q9HD26; purified CAL PDZ, TMR-peptide fluorescence polarization, 1 h; inhibition, % at 20 µM; 0.02% of 330,000 active; AID 504414;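 active means highest replicate inhibition of at least 40%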;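 further: plate controls were DMSO neutral control wells for no effect and unlabeled competitor peptide control wells for full effect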
#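 Assay system – tagged CAL PDZ protein CerCALP, purified · Timing – 1 h at RT · Compound – single point, 20 µM · Measured by – fluorescence polarization from S- and P-plane intensities, G-factor corrected · Evaluation – inhibition from polarization loss · Probe or stimulus – TMR reporter peptide T*-PRC34 · Buffer or medium – pH 7.4 phosphate-saline buffer, reducing agent, detergent, IgG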
# NSD2 HMT inh – NSD2 (human) methyltransferase inhibition | O96028 | NSD2 peptide methylation, AlphaScreen, 120 min | inhibition, % at 12.5 µM | 0.54% of 310,000 active | AID 743445; in the data active means inhibition above about 50%
# dFosB activator – activators of mouse delta FosB homodimer; 0.99% of 340,000 active; AID 493131; purified delta FosB, TAMRA-CDK5 oligo fluorescence polarization; percent of positive-control signal above neutral wells; activation, % at 25 µM; P13346;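 active means mean activation above about 17%, with every replicate also reaching it, limit read from the data, passing the limit was not always enough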;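 further: fluorescence polarization rise as delta FosB binds a TAMRA Cdk5 AP-1 oligo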
# Target sequence (P13346 whole entry, looked up): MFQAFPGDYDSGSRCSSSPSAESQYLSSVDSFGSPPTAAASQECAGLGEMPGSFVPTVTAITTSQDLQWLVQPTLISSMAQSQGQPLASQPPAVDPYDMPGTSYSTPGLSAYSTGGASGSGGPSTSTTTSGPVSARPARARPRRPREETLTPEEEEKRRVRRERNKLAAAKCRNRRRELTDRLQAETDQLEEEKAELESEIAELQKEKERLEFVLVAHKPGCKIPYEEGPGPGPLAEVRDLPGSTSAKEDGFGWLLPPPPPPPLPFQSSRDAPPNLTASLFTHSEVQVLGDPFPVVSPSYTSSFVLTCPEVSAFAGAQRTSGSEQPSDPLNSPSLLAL
# Rtt109 HAT inh – C. albicans Rtt109 histone acetyltransferase inhibition; purified Rtt109/Vps75, ThioGlo CoA-SH fluorescence, 4 h; 0.16% of 330,000 active; inhibition, % at 34.9 µM; AID 540336;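 active means inhibition of at least 50% in every replicate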
# PfHsp90 yeast 2 – inhibits growth of yeast expressing Plasmodium falciparum Hsp90; inhibition, % at 9.4 µM; S. cerevisiae expressing PfHsp90, BacTiter-Glo ATP, 48 h; yeast lacking PDR1 and PDR3 efflux regulators; 0.32% of 310,000 active;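 active means every replicate shows inhibition above about 80%, whatever the replicate mean, limit read from the data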;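 further: 0% = DMSO neutral controls and 100% = 20 µM radicicol positive controls; yeast relying on Plasmodium falciparum Hsp90 in place of its own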
# PvdQ inh – P. aeruginosa PvdQ acylase inhibition; purified PvdQ acylase, fluorescence plate reader; inhibition, % at 10 µM; 0.063% of 340,000 active; AID 488965; in the data active means inhibition above about 30%, passing the limit was not always enough;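 further: 0% = vehicle neutral wells and 100% = reference inhibitor wells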
# MITF act – increases MITF-driven TRPM1 promoter luciferase signal; activation, % at 12.5 µM; SK-MEL-5 TRPM1-promoter luciferase, 24 h; % of positive control, neutral wells = 0; 0.75% of 300,000 active;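 active means mean activation of at least 80% with every replicate also reaching 80%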;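 further: 0% = neutral control wells and 100% = parthenolide positive control wells; values of inactives mirror those of a sister screen read the other way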
# SR-BI uptake up – enhances SR-BI lipid uptake from DiI-HDL. 0.096% of 320,000 active. activation, % at 12.5 µM. CHO ldlA[mSR-BI] cells, DiI-HDL uptake fluorescence, 3 h; 100 = double the neutral-control signal;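 active means mean replicate activation of at least 60% and every replicate at or above 60%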;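 further: 0% = median plate neutral-control signal and 100% = twice that signal; values of inactives mirror those of a sister screen read the other way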
#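 Test system: SR-BI-overexpressing, LDLR-lacking CHO cells; Also added: labelled HDL, 10 µg/mL; Measured by: bottom-read cell fluorescence after medium removal, ex 550/em 595 nm; Timing: 3 h uptake period with compound, 37 °C; Buffer or medium: F12, 0.5% BSA, 25 mM HEPES; Doses: single compound concentration, delivered by pin transfer.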
# CAL PDZ FP-2 – blocks peptide binding to the human CAL PDZ domain. Q9HD26. AID 602252. purified CAL PDZ, TMR-peptide fluorescence polarization, 1 h. inhibition, % at 24.9 µM. 0.92% of 300,000 active;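 active means mean inhibition of at least 30% with at least half of replicates also reaching 30%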;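 further: 0% = DMSO neutral control and 100% = excess unlabeled competitor peptide PRC23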
# SR-BI HDL uptake – blocks mouse SR-BI lipid uptake from DiI-HDL; ldlA[mSR-BI] CHO cells, DiI-HDL uptake fluorescence, 3 h; 0.96% of 320,000 active; inhibition, % at 12.5 µM; Q61009;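 active means mean replicate inhibition of at least 70% and a set share of replicates each scoring 70 or more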;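 further: 0% = median of neutral control wells and 100% = median of positive control wells; values of inactives mirror those of a sister screen read the other way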
# Target sequence (Q61009 whole entry, looked up): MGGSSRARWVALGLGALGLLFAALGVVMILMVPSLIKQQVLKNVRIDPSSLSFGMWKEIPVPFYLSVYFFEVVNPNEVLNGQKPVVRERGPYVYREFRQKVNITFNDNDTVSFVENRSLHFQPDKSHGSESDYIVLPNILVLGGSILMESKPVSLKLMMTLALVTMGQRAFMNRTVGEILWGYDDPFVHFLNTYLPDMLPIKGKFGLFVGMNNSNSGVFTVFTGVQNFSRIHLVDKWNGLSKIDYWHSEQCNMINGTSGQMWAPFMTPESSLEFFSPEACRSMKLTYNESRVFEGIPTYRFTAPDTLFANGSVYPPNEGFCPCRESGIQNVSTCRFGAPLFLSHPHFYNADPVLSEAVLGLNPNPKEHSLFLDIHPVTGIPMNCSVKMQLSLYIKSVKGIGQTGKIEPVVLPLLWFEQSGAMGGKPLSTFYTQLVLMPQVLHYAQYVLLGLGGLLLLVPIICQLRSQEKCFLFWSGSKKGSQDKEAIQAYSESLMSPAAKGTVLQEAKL
# Numbers without * were called inactive; . = not tested or not shown.
SMILES,CAL PDZ FP-1,NSD2 HMT inh,dFosB activator,Rtt109 HAT inh,PfHsp90 yeast 2,PvdQ inh,MITF act,SR-BI uptake up,CAL PDZ FP-2,SR-BI HDL uptake
COC(=O)c1ccc(-n2c(CCC(=O)O)ccc2-c2ccccc2)cc1,-0.3,3,-1,-2,2,10,.,10,3,-10
COc1cccc(CNCc2ccc(OC)c3ccccc23)c1OC,-3.1,3,-9,4,-30,-6,.,-47,-4,47
O=C(Nc1ccccc1N1CCCC1)c1ccccc1F,-0.8,0,-2,-3,-33,7,.,-23,5,23
COc1ccccc1-c1cccc([C@@H]2C[C@H]3[C@H](CON3C)CN2Cc2cc(Cl)cc(Cl)c2)c1,1.2,.,-3,2,-7,0,-5,-13,1,13
O=C(C1CCN(S(=O)(=O)c2cccs2)CC1)N1CCCCC1,1.3,-2,-4,6,-6,3,-12,8,-3,-8
COc1ccccc1-n1nnnc1SCC(=O)Nc1ccccc1,-0.1,-1,-1,-5,-6,-7,12,0,-1,0
NC(=O)CSc1nc2ccccc2n1Cc1ccccc1,-0.7,-1,-6,-1,10,-15,5,3,4,-3
CC(C)CCOP(=O)(c1ccc(N(C)C)cc1)C(O)c1ccc(C(C)C)cc1 (stereo unspecified),0.0,2,-5,4,-45,3,7,-4,-2,4
Cc1cc(=O)oc2cc(OCC(=O)N/N=C/c3ccccc3O)ccc12,-1.8,3,-3,3,-62,-12,-4,11,0,-11
CCC1=C(OC(=O)N(CC)CC)N2C(=O)OC(=NCC3CC3)[C@]2(Cc2ccccc2)[C@H]2C1=CC[C@H]1C(=O)N(CC)C(=O)[C@H]12,-0.8,.,-3,13,10,12,-1,33,-1,-33
CCOc1ccc(/C(O)=C2/C(=O)C(=O)N(CCCN3CCOCC3)C2c2ccc(F)cc2)cc1C (stereo unspecified),.,1,-15,5,-14,-15,-13,-8,-4,8
COc1ccc(N2CCN(CCNC(=O)CCNS(=O)(=O)c3cccs3)CC2)cc1,0.4,20,3,-9,-16,-3,1,-3,-3,3
CCOC(=O)CSc1cn2c(n1)CCC2,0.0,-5,-5,-15,-8,4,4,34,-2,-34
CCC(C)[C@@H](C(=O)Nc1ccc(OC)c(OC)c1)N1Cc2ccccc2C1=O (stereo partly specified),0.0,.,-2,2,19,-13,12,-19,.,19
[O-][n+]1ccc(C(O)c2ccccc2)cc1 (stereo unspecified),0.9,-3,-3,-3,6,-11,.,17,.,-17
COc1cccc2c(=O)cc(C)n(CC(=O)Nc3ccc(Br)cc3)c12,-0.8,-3,2,2,-7,-12,.,8,-3,-8

# In the list so far, these have a thiophene ring, fused or not.
SMILES,CAL PDZ FP-1,NSD2 HMT inh,dFosB activator,Rtt109 HAT inh,PfHsp90 yeast 2,PvdQ inh,MITF act,SR-BI uptake up,CAL PDZ FP-2,SR-BI HDL uptake
O=C(C1CCN(S(=O)(=O)c2cccs2)CC1)N1CCCCC1,1.3,-2,-4,6,-6,3,-12,8,-3,-8
COc1ccc(N2CCN(CCNC(=O)CCNS(=O)(=O)c3cccs3)CC2)cc1,0.4,20,3,-9,-16,-3,1,-3,-3,3

# (further entries)
SMILES,CAL PDZ FP-1,NSD2 HMT inh,dFosB activator,Rtt109 HAT inh,PfHsp90 yeast 2,PvdQ inh,MITF act,SR-BI uptake up,CAL PDZ FP-2,SR-BI HDL uptake
Cc1ccccc1NC(=S)Nc1ccc2cn[nH]c2c1,-0.5,.,-1,-9,-14,-6,1,-38,-3,38
COC(=O)c1c(-c2cccs2)csc1NC(=O)CSc1ncnc2sc(C)c(C)c12,-0.3,-3,-7,2,15,-11,.,2,0,-2
CCCc1nc2ccc(N)cc2c(=O)n1Cc1ccccc1Cl,.,4,-4,-7,2,-13,-3,-15,1,15
COc1cc(CC(NC(C)=O)C(=O)NC2CCN(C(=O)c3cc(OC)c(OC)c(OC)c3)CC2)cc(OC)c1 (stereo unspecified),-0.5,0,5,-1,14,4,0,11,.,-11
C=CCN(CC=C)CC(O)CN(c1cc([N+](=O)[O-])ccc1OC)S(=O)(=O)c1ccccc1 (stereo unspecified),0.2,9,-9,-1,6,-8,16,-13,-2,13
Cc1ccc(S(=O)(=O)NC2=NCN(CCOC(=O)c3ccccc3)CN2)cc1,-1.1,-3,4,-4,-1,-17,-9,8,-2,-8
COc1ccccc1N1CCN(Cc2nc3ccsc3c(=O)[nH]2)CC1,-0.6,0,-8,-7,1,-8,.,-17,-3,17
CCOC(=O)c1[nH]c2ccc(OCC)cc2c1CCCN1C(=O)c2ccccc2C1=O,0.1,.,-13,-1,14,-16,0,-26,-5,26
O=C(COC(=O)c1c2ccccc2cc2ccccc12)Nc1ncc(C(F)(F)F)cc1Cl,-0.1,1,-9,10,-18,-6,.,-30,-3,30
CCOC(=O)Cc1csc(NC(=O)c2sc3nc4ccc(C)cc4cc3c2N)n1,0.1,7,-1,7,-5,10,.,-7,-2,7
COc1ccc2ncc(S(=O)(=O)c3ccccc3)c(N3CCC4(CC3)OCCO4)c2c1,-3.6,0,-14,11,17,-4,11,3,-2,-3
CCCCn1c(N)c(N(CC(C)C)C(=O)c2ccc([N+](=O)[O-])o2)c(=O)[nH]c1=O,0.4,-1,-1,0,.,-15,-35,20,-4,-20
CCN1C(=O)[C@H]2[C@@H](c3ccccc3)N3C(=O)N(c4cccc(F)c4)C(=O)[C@@]3(CC(C)C)[C@H]2C1=O,-1.0,.,-8,-7,7,-14,-8,9,0,-9
Cc1ccc(S(=O)(=O)N2CCC(C(=O)N[C@@H](C)C(=O)NC3CCS(=O)(=O)C3)CC2)cc1 (stereo partly specified),.,-3,.,-6,.,0,.,10,.,-10
CCC(CC)c1nc2cc(OC)c(OC)cc2c(=O)o1,-1.4,17,-8,.,11,-12,-4,3,-4,-3
Cn1c(NC(=O)c2cccs2)c(-c2cccs2)c(=O)c2ccccc21,0.4,4,4,1,32,-9,.,38,-5,-38
CCOc1ccccc1N(CC(=O)NC1CCCC1)S(=O)(=O)c1ccc(C)cc1,-1.4,0,-13,10,6,14,-3,5,-4,-5
Cc1nc(SCC(=O)NNC(=O)c2cccs2)[nH]c(=O)c1C,-0.1,-2,-1,-12,-19,-4,-6,14,1,-14
Cc1cc(C(=O)N/N=C\c2cc(C(C)(C)C)c(O)c(C(C)(C)C)c2)n[nH]1,-1.1,-1,-11,13,-1,-2,-13,-15,-1,15
O=C(CSc1nnc(C2CC2)n1Cc1ccccc1)c1cc2ccccc2o1,-1.4,0,-14,8,17,-10,-1,-2,-7,2
CC1CCCN(C(=O)CCc2ccccc2)C1 (stereo unspecified),0.0,0,8,-1,-2,-5,14,12,-6,-12
CCn1c(C)nc2cc(C(=O)N/N=C/c3ccc(OC)cc3)ccc21,-1.4,2,0,3,30,-7,-1,15,4,-15
CC(CN1C(C)CCCC1C)OC(=O)c1cccc(F)c1 (stereo unspecified),-1.8,0,4,0,-4,-3,0,-4,-6,4
CCCn1c(-c2cc(OC)c(OC)c(OC)c2)nc2c1c(=O)[nH]c(=O)n2Cc1ccccc1,-3.3,2,-10,0,4,-5,-7,.,.,.
Cc1cccc(NC(=O)C2CC(=O)OC23CCCCC3)c1 (stereo unspecified),0.0,4,-5,11,-10,-6,-4,5,-3,-5
CC1=Nc2ccccc2N=C(NC(=O)CSC(=S)N2CCCCC2)C1c1ccccc1 (stereo unspecified),-0.4,0,-3,2,7,1,-9,-3,-5,3
Cc1cc(NS(=O)(=O)c2ccc(NC(=O)CSc3nnc(-c4ccco4)n3N)cc2)nc(C)n1,0.3,0,-1,-6,-8,-4,14,.,1,.
O=C(c1ccc2nc(N3CCCCC3)sc2c1)N1CCN(c2ccccn2)CC1,0.4,.,-10,21,-50,-4,.,0,.,0
CC(=O)c1ccc(S(=O)(=O)NCc2ccc(C(=O)N(C)CC(=O)Nc3cccc(F)c3)cc2)cc1,-0.7,-3,-11,-4,14,-4,-7,-5,.,5
N#CCCN(C(=S)NC(=O)c1cccs1)c1ccccc1F,-0.7,2,-4,6,5,-14,-3,18,5,-18
N#Cc1ccccc1OCC(=O)OCC(=O)N1CCN(C(=O)c2ccco2)CC1,-2.7,57*,4,8,-33,-15,-13,21,-1,-21
CC(C)(C)c1cc(C(=O)N/N=C/c2ccc(F)cc2)n(-c2ccccc2)n1,-3.1,9,-6,6,23,-15,15,-59,-3,59
Cc1cccc2sc(NC(=O)[C@@H]3CCCN3C(=O)c3cccs3)nc12,-3.1,0,-14,9,11,-5,-12,11,0,-11
CC1=CC(=C(C#N)c2nc3ccccc3s2)C=C(C)N1c1ccc(F)cc1F,0.4,4,3,8,-12,25,30,-60,-4,60
CC(=O)CCC(=O)OCC(=O)Nc1ccc(SC(F)F)cc1,-2.2,-5,-6,9,-5,3,4,17,-1,-17
CC(=O)Oc1ccc(Oc2ccc(-c3noc(C)n3)cc2)cc1,-2.5,-3,0,-4,-7,-5,.,-8,-3,8
C[C@@H](NC(=O)Cn1ccc(N)nc1=O)c1cccc2ccccc12,-1.1,.,1,12,0,9,0,12,-1,-12
NS(=O)(=O)c1ccc(NC(=O)c2c(Cl)cccc2Cl)cc1,-3.0,-3,3,-3,12,-9,-13,-33,-2,33
O=C(CN1C(=O)NC2(CCCCC2)C1=O)N1CCN(S(=O)(=O)c2cccc(F)c2)CC1,-3.2,-2,-4,-5,10,0,-15,11,-1,-11
CC(=O)N1c2ccc(Cl)cc2C2OCCC2C1c1ccco1 (stereo unspecified),-0.2,9,-3,2,4,-13,12,.,-1,.
COc1ccc(/C=N/NC(=O)c2c(C)n(C)c3ccc(OC)cc23)c(OC)c1,-0.8,0,3,1,2,-13,4,-36,0,36
Cc1cccc(C(=O)NCC(=O)OCC(=O)NCCNC(=O)COC(=O)CNC(=O)c2cccc(C)c2)c1,1.1,-2,-8,6,.,-26,-1,9,-2,-9
COc1ccc(N2CCN(C(=S)Nc3ccc(C)cc3C)CC2)cc1,-2.1,1,0,-3,-3,19,3,8,-1,-8
CSc1cc(C)c(OCC(=O)Nc2c(C)nn(C)c2C)c(C)c1,-2.7,-2,-11,-2,1,-7,-6,-5,1,5
CCOC(=O)c1ccc(CN(Cc2ccccc2)S(=O)(=O)c2cccc([N+](=O)[O-])c2)cc1,0.1,-3,1,0,-6,5,7,-54,-1,54
Cc1cccc(NS(=O)(=O)c2cccs2)c1,-0.5,-1,7,-6,-12,17,-6,-4,0,4
Cc1cnc(NC(=O)c2cc3c(C)nn(-c4ccccc4)c3s2)s1,-1.4,1,9,-2,.,8,-1,-76,-6,76*
c1ccc2c(c1)OCC(c1nnc3sc(-c4ccc5c(c4)OCO5)nn13)O2 (stereo unspecified),-1.9,0,-21,-4,-53,-8,26,7,13,-7
